PI5P4Ka inh – blocks human PI5P4K alpha kinase activity. P48426. AID 652105. max response, %. PI5P4Kalpha enzyme, ADP-Glo luminescence, 60 min; stronger effect = lower value. 330,000 tested, 1.2% active; active = max response of -50% or lower; inconclusive = between -30% and -50%; inactive = -30% or higher; also: value at the top dose of about 77 µM; % is scaled to controls: 0 for no effect and ±100 for the full control effect
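Compounds were pin-transferred onto PI5P4Kalpha and substrate in HEPES pH 7.4 buffer with EGTA, CHAPS and 5% DMSO. ATP (5 microM final) started the reaction, which ran 60 minutes at room temperature before ADP-Glo detection.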
EPAC1 agonist – EPAC1 (human) agonism; O95398; EPAC1 agonist qHTS, biochemical assay; response scale: 100% = response to 6.5 mM cAMP; Potency, µM (titrated, usually from 154 µM), without a hit: top-dose activation, hits mostly activators; AID 720707; 360,000 tested, 0.073% active; also: potency is read from the fitted curve at half-maximal effect; nearly all actives have a fitted effect of over 60% in size
Target sequence (O95398 whole entry, looked up): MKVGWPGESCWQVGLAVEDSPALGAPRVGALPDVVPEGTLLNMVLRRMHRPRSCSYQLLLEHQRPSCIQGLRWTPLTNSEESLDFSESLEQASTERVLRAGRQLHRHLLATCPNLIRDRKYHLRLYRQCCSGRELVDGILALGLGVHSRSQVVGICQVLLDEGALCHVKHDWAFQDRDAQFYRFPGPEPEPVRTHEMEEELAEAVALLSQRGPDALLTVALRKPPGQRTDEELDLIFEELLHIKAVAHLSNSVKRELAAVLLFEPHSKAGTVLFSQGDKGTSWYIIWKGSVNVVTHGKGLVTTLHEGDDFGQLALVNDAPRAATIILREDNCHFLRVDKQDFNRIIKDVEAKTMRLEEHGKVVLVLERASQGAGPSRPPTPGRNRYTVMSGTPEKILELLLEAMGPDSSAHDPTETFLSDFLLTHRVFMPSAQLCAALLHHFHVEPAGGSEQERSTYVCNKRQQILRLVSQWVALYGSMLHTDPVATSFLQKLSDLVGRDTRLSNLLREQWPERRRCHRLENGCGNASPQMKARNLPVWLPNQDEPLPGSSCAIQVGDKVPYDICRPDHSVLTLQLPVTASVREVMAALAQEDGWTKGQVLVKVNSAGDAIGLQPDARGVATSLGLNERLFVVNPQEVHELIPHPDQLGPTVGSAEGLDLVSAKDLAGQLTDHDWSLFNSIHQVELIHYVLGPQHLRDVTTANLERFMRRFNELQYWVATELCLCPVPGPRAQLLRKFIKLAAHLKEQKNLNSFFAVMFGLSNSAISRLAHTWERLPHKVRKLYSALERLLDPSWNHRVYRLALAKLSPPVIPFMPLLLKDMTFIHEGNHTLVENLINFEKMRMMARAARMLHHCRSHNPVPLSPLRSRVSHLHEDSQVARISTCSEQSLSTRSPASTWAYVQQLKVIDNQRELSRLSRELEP
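Fluorescent GDP-exchange assay: 100 nM EPAC1 with 250 nM Rap1B preloaded with BODIPY-GDP and 50 uM GDP; compounds tested as concentration series, 5 min at room temperature, then read every 5 min for 30 min (ex 480/em 540 nm); normalized to 6.5 mM cAMP.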
FUS yeast rescue – FUS proteinopathy suppression in yeast | Potency, µM (doses to about 76.6 µM), for the others: top-dose growth rescue (activation), actives largely listed as activators | 390,000 tested, 0.24% active | S. cerevisiae FUS-expressing, growth rescue, OD600, 24 h | AID 1347120;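 also: potency is read from the fitted curve at half-maximal effect; plate controls were DMSO vehicle for no effect and reference control for full effect; nearly all actives have a fitted effect of over 55% in size; some results filed as inactive show a strong effect at the top dose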
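Steps: raffinose overnight preculture; dilution to OD 0.005 in 2% galactose minimal medium; compound addition (concentration series); 24hr at 30C, 99% humidity; absorbance read at 600 nm.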
EPAC1 antagonist – blocks human EPAC1 exchange factor; EPAC1 GEF assay, Rap1b-BODIPY-GDP exchange fluorescence; Potency, µM (titrated, usually from 115 µM), for the others: at the highest dose activity change, negative = inhibition, hits mostly inhibitors; 360,000 tested, 0.14% active; O95398;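 also: potency is read from the fitted curve at half-maximal effect; plate controls were vehicle for no effect and positive control for full effect; nearly all actives have a fitted effect of over 50% in size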
WRN helicase inh – inhibitors of human WRN helicase. WRN helicase unwinding, fluorescent forked duplex, kinetic. AID 651768. 360,000 tested, 0.46% active. Potency, µM (highest dose often 114 µM), for inactives: at the highest dose activity change, negative = inhibition, actives largely listed as inhibitors. Q14191; also: potency is read from the fitted curve at half-maximal effect; % is scaled to controls: 0 for no effect and ±100 for the full control effect; nearly all actives have a fitted effect of over 55% in size
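Fluorescence dequenching readout, ex 525 nm/em 598 nm, kinetic mode: forked duplex DNA (100 nM final) with adjacent fluorophore and quencher unwound by WRN (20 nM final) with 2 mM ATP. Compound preincubation 15 min, room temperature.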
IL2 activator – IL-2 activation | IL-2 activation reporter assay, cell-based qHTS; stimulated with anti-CD3/CD4/CD28 beads; in transgenic mouse T cells | activation, % (series mostly up to about 46 µM) | 360,000 tested, 0.065% active | AID 652025; in the data active = activation above about 50%; inconclusive = mostly about 30% to 49%; also: 0% is about no effect
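EGFP and DsRed fluorescence is measured by plate cytometry in unstimulated transgenic mouse T cells exposed to compound for 60 minutes, then stimulated 18 hours at 37 degrees C with anti-CD3/anti-CD4 beads plus anti-CD28.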
PLK1 PBD inh – PLK1 (human) polo-box domain binding inhibition; P53350; Plk1 PBD binding of FITC phosphopeptide, fluorescence polarization; Potency, µM, inactives show max response, negative = inhibition, usual class: inhibitors; 360,000 tested, 2.8% active; also: potency is read from the fitted curve at half-maximal effect; series mostly up to about 57 µM; % is scaled to controls: 0 for no effect and ±100 for the full control effect; nearly all actives have a fitted effect of over 65% in size
Abeta yeast res – restores growth of yeast expressing A-beta42 peptide; yeast expressing A-beta42, growth rescue, OD600, 48 h; response scale: 0% DMSO, 100% iron-clioquinol control; Potency, µM (series often up to 46.1 µM), without a hit: at the top dose growth rescue, most hits filed as activators; 410,000 tested, 0.063% active; also: potency is read from the fitted curve at half-maximal effect; nearly all actives have a fitted effect of over 55% in size
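Growth rescue measured by 600 nm absorbance after 48 h yeast culture at 30 C with compound. Values normalized between DMSO and an equimolar ferric chloride plus clioquinol control.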
Numbers without * were called inactive; ? = inconclusive; nt = not tested or not shown; [ ] = dose if it differs, or a comment. Unless noted, calls follow the shape of the dose curve; as a rule, active = well fitted curve in the direction sought with a large enough effect; inconclusive = small, poorly fitted or top-dose-only effect, or another doubt; inactive = no such curve, though single readings can be large; an effect the other way counts as inactive or inconclusive.

(1) CCNC(=O)Nc1ccc(-n2nc(C)c(C(=O)OCC)c2C)nc1
(2) O=C(CSc1ccc([N+](=O)[O-])cn1)Nc1nccs1
(3) O=C(N/N=C/c1cccs1)c1cc(C2CC2)nc2ccccc12
(4) Cc1ccc(C(=O)N/C(=C\c2cccs2)c2nc3ccccc3[nH]2)cc1
(5) CC(=O)Nc1ccc(NC(=O)c2cc(-c3cc(C)cc(C)c3O)n[nH]2)cc1

compound no.	1	2	3	4	5
PI5P4Ka inh	-25	-3	-1	1	8
EPAC1 agonist	-5%	-7%	14%	5%	6%
FUS yeast rescue	2%	-29%	43%	nt	11%
EPAC1 antagonist	28%	3%	-26%	2%	-6%
WRN helicase inh	2%	7%	3%	-21%	-12%
IL2 activator	-0.9	-0.4	-4.5	-5.4	0.5
PLK1 PBD inh	15µM*	-1%	-18%	-7%	-5%
Abeta yeast res	-6%	-1%	-9%	-4%	-16%

(6) S=c1nc(-c2csc3c2CCCC3)[nH][nH]1
(7) Cc1sc2ncnc(NCC(O)c3ccccc3)c2c1C (stereo not drawn)
(8) COc1ccc(F)cc1CN1CCN(C(=O)c2ccc(S(=O)(=O)N3CCCCCC3)cc2)CC1
(9) CCC(=O)Nc1ccc(SC#N)cc1C
(10) Cc1ccc(C2(O)CN(c3ccccc3C)C3=[N+]2CCS3)cc1 (stereo not drawn)

compound no.	6	7	8	9	10
PI5P4Ka inh	?	1	7	nt	-11
EPAC1 agonist	8%	1%	11%	0%	0%
FUS yeast rescue	13%	8%	-2%	-20%	nt
EPAC1 antagonist	2%	1%	-7%	6%	-3%
WRN helicase inh	5%	1%	0%	1%	-4%
IL2 activator	-0.2	-3.7	0.2	0.5	0.1
PLK1 PBD inh	27µM*	-4%	-7%	13µM*	0%
Abeta yeast res	24%	-3%	5%	-22%	1%

(11) O=C(/C=C/c1ccccc1Cl)N1CCOCC1
(12) CCC(O)c1cc2c(cc1NC(=O)c1ccc(C)cc1)OCCO2 (stereo not drawn)
(13) CSc1ccc(-c2nc3cnccn3c2Nc2ccc3c(c2)OCO3)cc1
(14) CCn1nc(NS(=O)(=O)c2ccc([N+](=O)[O-])cc2)c2cc3cccc(C)c3nc21
(15) Cc1csc(CN(C)C(=O)CC2C(=O)NCCN2Cc2ccc(F)cc2Cl)n1 (stereo not drawn)

compound no.	11	12	13	14	15
PI5P4Ka inh	-5	-4	2	-2	4
EPAC1 agonist	4%	-1%	23%	-6%	1%
FUS yeast rescue	-27%	-10%	23%	6%	15%
EPAC1 antagonist	-11%	-13%	-10%	-17%	-12%
WRN helicase inh	7%	-4%	-9%	-4%	6%
IL2 activator	-0.4	-0.3	2.3	0.0	-1.3
PLK1 PBD inh	5%	-2%	-6%	-26%	-25%
Abeta yeast res	-10%	-9%	-5%	-11%	19%

(16) COc1cc(C2NCCC(=O)C2(C)C)cc(OC)c1OC (stereo not drawn)
(17) Cc1ccc(NC(=O)CN(C)C(=O)C(C)OC(=O)c2ccccc2NCCO)cc1 (stereo not drawn)
(18) CC1CCCCN1Cc1nc2c(c(=O)n(C)c(=O)n2C)n1CCc1ccccc1 (stereo not drawn)
(19) CCc1ccc(C(=O)COC(=O)c2cnc(C)cn2)cc1
(20) Cc1cc(C)n2nc(SCc3nnc(SCCCCl)o3)nc2n1

compound no.	16	17	18	19	20
PI5P4Ka inh	-4	5	-5	0	nt
EPAC1 agonist	13%	5%	0%	15%	-1%
FUS yeast rescue	nt	1%	-46%	-6%	8%
EPAC1 antagonist	4%	-7%	1%	-2%	14%
WRN helicase inh	-17%	-9%	-13%	5%	-3%
IL2 activator	-2.8	1.2	-1.8	-1.1	-0.1
PLK1 PBD inh	0%	0%	-1%	-5%	0%
Abeta yeast res	-1%	-7%	9%[9.22 µM]	-8%	13%

(21) N=C(N)SCc1cccc2ccccc12
(22) COc1ccccc1NC(=O)c1cc2cc(Br)ccc2oc1=N
(23) Cc1c(Cl)c([N+](=O)[O-])nn1CC(=O)NCc1cccnc1
(24) Cc1ccc(CNC(=O)C(=O)NCCCn2ccnc2)cc1
(25) COC(=O)c1cc(OC)c(OC)cc1NC(=O)C(C)c1ccc([N+](=O)[O-])cc1 (stereo not drawn)

compound no.	21	22	23	24	25
PI5P4Ka inh	2	8	1	-8	2
EPAC1 agonist	0%	0%	1%	3%	3%
FUS yeast rescue	-4%	-16%	0%	nt	37%
EPAC1 antagonist	-15%	16%	-2%	-12%	-22%
WRN helicase inh	9%	-9%	-6%	5%	4%
IL2 activator	-1.6	1.6	0.0	4.2	-2.6
PLK1 PBD inh	-9%	-8%	-1%	-3%	-2%
Abeta yeast res	2%	4%	4%	2%	-11%

(26) O=C(NCC1CCCO1)C1CCN(C2CCN(C(=O)CC3CCCC3)CC2)CC1 (stereo not drawn)
(27) Cc1ccccc1NC(=O)CCN1CCCCCC1
(28) Cc1ccc(/C=N/N2CCCCC2)o1
(29) CCCCNC(=O)[C@H]1C[C@H]1[C@@H](O)[C@H](CO)NC(=O)[C@H](Cc1ccccc1)NC(=O)OC(C)(C)C
(30) CC1(C(=O)Nc2ccc(Cl)c(Cl)c2)CCN1Cc1cc2ccccc2o1 (stereo not drawn)

compound no.	26	27	28	29	30
PI5P4Ka inh	2	0	6	9	31
EPAC1 agonist	5%	3%	-5%	-9%	-3%
FUS yeast rescue	6%	5%	?	11%	1%
EPAC1 antagonist	-7%	4%	-14%	0%	-13%
WRN helicase inh	-5%	0%	-5%	0%	-5%
IL2 activator	3.1	0.6	-0.8	-1.6	-0.6
PLK1 PBD inh	-8%	-10%	-10%	-17%	7%
Abeta yeast res	8%	12%	-22%	-3%	-2%

(31) CC(=O)Nc1ccccc1C(=O)N1CCN(c2cccc(C)c2C)CC1
(32) FC(F)(F)c1cccc(Cc2noc(CN3C[C@@H]4CCC[C@H]3C4)n2)c1
(33) CN(C)CCOc1ncnc2c1oc1ccccc12
(34) CCOC(=O)c1sc(=NC(=O)c2c(F)cccc2F)n(C)c1C
(35) CCCCCCCCCCS(=O)(=O)N/N=C/c1ccc(O)cc1

compound no.	31	32	33	34	35
PI5P4Ka inh	6	9	nt	-3	-2
EPAC1 agonist	-1%	-4%	-1%	5%	-19%
FUS yeast rescue	6%	11%	22%	-15%	40%
EPAC1 antagonist	-19%	-6%	-2%	-10%	?
WRN helicase inh	-6%	-3%	3%	1%	-20%
IL2 activator	-0.4	-2.4	2.6	2.4	-3.4
PLK1 PBD inh	2%	-2%	-2%	-12%	?
Abeta yeast res	29%	15%	9%	nt	11%

(36) COc1ccccc1NC(=O)c1oc2ccccc2c1NC(=O)C1CC1
(37) CCOCc1nnc(NC(=O)c2cc(Cl)ccc2OC)s1
(38) O=C(NCC1CCC(C(=O)O)CC1)c1cccnc1 (stereo not drawn)
(39) Cc1ccc2nc3c(cc(C(=O)NCC4CCCO4)c(=N)n3CCCOC(C)C)c(=O)n2c1 (stereo not drawn)
(40) CC(=O)Nc1nc(C)c(Oc2ccc(C)cc2)c(=O)[nH]1

compound no.	36	37	38	39	40
PI5P4Ka inh	6	1	nt	nt	3
EPAC1 agonist	-1%	3%	11%	1%	3%
FUS yeast rescue	31%	14%	6%	14%	12%
EPAC1 antagonist	-3%	-16%	4%	-6%	-12%
WRN helicase inh	-1%	-5%[57.1 µM]	-5%	19%	-1%
IL2 activator	-1.4	1.2	-0.2	-2.9	0.9
PLK1 PBD inh	-6%	-5%	-5%	-6%	-9%
Abeta yeast res	8%	8%	-10%	4%	-4%

(41) CS(=O)(=O)N(CC(=O)NCCc1ccccc1)c1cccc([N+](=O)[O-])c1
(42) N#Cc1cc(-c2ccccc2)c[nH]c1=O
(43) NC(=S)N/N=C1/CCSc2ccc3ccccc3c21
(44) COc1ccc(CN2C(=O)c3cccnc3C2=O)cc1S(=O)(=O)N(C)c1cccc(C)c1
(45) Cc1ccc(C)c(OCc2cc(C(=O)N3CCN(c4ccccc4C)CC3C)no2)c1 (stereo not drawn)
(46) C/C(=N\NC(=O)Cc1ccccc1[N+](=O)[O-])c1cccnc1
(47) COc1ccc(NC(=O)C2CC(=O)N(c3ccccc3Cl)C2)c(OC)c1 (stereo not drawn)
(48) Cc1cccc(Nc2nc(N)nc(CSc3nccc(C)n3)n2)c1

compound no.	41	42	43	44	45	46	47	48
PI5P4Ka inh	0	-11	14	-2	13	1	-5	-8
EPAC1 agonist	3%	7%	-1%	15%	-7%	2%	10%	0%
FUS yeast rescue	-29%	-10%	23%	13%	7%	-14%	16%	-9%
EPAC1 antagonist	17%	1%	-27%	13%	-1%	-20%	3%	3%
WRN helicase inh	8%	-5%	-9%[57.1 µM]	-10%	-15%	8%	-4%[57.1 µM]	12%
IL2 activator	-0.3	-0.3	-1.0	-2.0	-4.5	-1.3	0.6	-0.3
PLK1 PBD inh	-14%	-1%	?	24µM*	-4%	-5%	-7%	-17%
Abeta yeast res	7%	5%	-7%	3%	7%	6%	-16%	-14%

An excerpt of these results, with values under each structure:
Screens in order: PI5P4Ka inh, EPAC1 agonist, FUS yeast rescue, EPAC1 antagonist, WRN helicase inh, IL2 activator, PLK1 PBD inh, Abeta yeast res
40. CC(=O)Nc1nc(C)c(Oc2ccc(C)cc2)c(=O)[nH]1
  3, 3%, 12%, -12%, -1%, 0.9, -9%, -4%
41. CS(=O)(=O)N(CC(=O)NCCc1ccccc1)c1cccc([N+](=O)[O-])c1
  0, 3%, -29%, 17%, 8%, -0.3, -14%, 7%
42. N#Cc1cc(-c2ccccc2)c[nH]c1=O
  -11, 7%, -10%, 1%, -5%, -0.3, -1%, 5%
43. NC(=S)N/N=C1/CCSc2ccc3ccccc3c21
  14, -1%, 23%, -27%, -9%[57.1 µM], -1.0, ?, -7%
44. COc1ccc(CN2C(=O)c3cccnc3C2=O)cc1S(=O)(=O)N(C)c1cccc(C)c1
  -2, 15%, 13%, 13%, -10%, -2.0, 24µM*, 3%
45. Cc1ccc(C)c(OCc2cc(C(=O)N3CCN(c4ccccc4C)CC3C)no2)c1 (stereo not drawn)
  13, -7%, 7%, -1%, -15%, -4.5, -4%, 7%
46. C/C(=N\NC(=O)Cc1ccccc1[N+](=O)[O-])c1cccnc1
  1, 2%, -14%, -20%, 8%, -1.3, -5%, 6%
47. COc1ccc(NC(=O)C2CC(=O)N(c3ccccc3Cl)C2)c(OC)c1 (stereo not drawn)
  -5, 10%, 16%, 3%, -4%[57.1 µM], 0.6, -7%, -16%
48. Cc1cccc(Nc2nc(N)nc(CSc3nccc(C)n3)n2)c1
  -8, 0%, -9%, 3%, 12%, -0.3, -17%, -14%
